VLA-4 inh: inhibition in a human VLA-4 binding assay. P13612. VLA-4 expressing cells, ligand binding flow cytometry. inhibition, % (about 7 µM as worked out from the volumes in the protocol). actives 0.2% (n = 330,000). AID 2557; in the data active means inhibition above about 50%
MEX-5 binding: C. elegans MEX-5 TCR-2 RNA binding activity; Q9XUB2; MEX-5/FITC-TCR2 RNA binding, fluorescence polarization; active compounds read low; actives 0.38% (n = 300,000); activity score (negative = inhibition of binding), % at 10 µM;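 active means inhibition past about -25% in most replicates, and total fluorescence under double the plate's negative control median, limit read from the data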;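 further: 0% = DMSO and -100% = 5 µM competing unlabeled TCR2 RNA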
Target sequence (Q9XUB2 whole entry, looked up): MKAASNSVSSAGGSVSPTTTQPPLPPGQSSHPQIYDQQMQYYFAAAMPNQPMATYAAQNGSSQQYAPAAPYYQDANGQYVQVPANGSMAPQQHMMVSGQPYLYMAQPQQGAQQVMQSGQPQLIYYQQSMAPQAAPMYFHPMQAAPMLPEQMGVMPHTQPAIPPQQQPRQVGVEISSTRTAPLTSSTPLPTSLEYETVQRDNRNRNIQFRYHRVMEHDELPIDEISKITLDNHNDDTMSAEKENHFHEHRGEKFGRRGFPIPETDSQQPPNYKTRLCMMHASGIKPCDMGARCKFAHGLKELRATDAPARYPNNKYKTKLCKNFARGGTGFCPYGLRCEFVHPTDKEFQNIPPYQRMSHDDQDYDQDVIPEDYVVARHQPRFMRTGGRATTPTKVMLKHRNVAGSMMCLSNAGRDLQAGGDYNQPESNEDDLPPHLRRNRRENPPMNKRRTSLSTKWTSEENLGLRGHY
Fam108B inh: blocks mouse Fam108B hydrolase in RBBP9 counter-screen; recombinant Fam108B, FP-Rh probe fluorescence polarization; actives 0.33% (n = 300,000); AID 1947; inhibition, % at 9.51 µM;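 active means inhibition above the screen mean inhibition plus 3 SD, computed separately per campaign, cut at about 18% in these data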;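 further: inhibitors lower polarization as less probe binds the enzyme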
Efflux pump inh: inhibitors of Candida antifungal efflux pumps expressed in yeast; S. cerevisiae Candida pump triplex, Nile Red efflux; inhibition, % at 10 µM; actives 0.44% (n = 330,000); AID 485275;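 active means plate passing quality check with inhibition over a set limit, or well fluorescence over plate mean plus 4 SD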;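 further: Nile Red retained in pooled yeast measured as flow cytometry median fluorescence; 0% = buffer negative control and 100% = Enniatin B positive control; higher means more Nile Red kept so more efflux inhibition; some compounds called inactive have numbers as strong as hits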
GRK2 inh: inhibitors of human GRK2 displacing RNA aptamer | P25098 | bead flow cytometry, FAM-aptamer displacement from GRK2 | inhibition of aptamer binding, % at 10 µM | actives 0.59% (n = 330,000) | AID 488847;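 active means inhibition of aptamer binding above 40%, roughly 3 SD of noise, on plates passing a quality check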;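 further: median bead fluorescence of bound FAM aptamer so fluorescent compounds give negative values; no value below 0 was filed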
PME-1 primary: blocks human protein phosphatase methylesterase 1. Q9Y570. recombinant PME-1, FP-Rh probe fluorescence polarization. inhibition, % at 5.9 µM. actives 0.53% (n = 320,000);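 active means inhibition above the campaign mean of all compounds plus 3 SD, cut at about 26% in these data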;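 further: competitive labeling of PME-1 active site by serine hydrolase directed probe; 0% = PME-1 with DMSO and 100% = wells lacking PME-1 enzyme; inhibitors block probe labeling so polarization falls and inhibition rises; many of its hits are not listed in these tables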
Target sequence (Q9Y570 whole entry, looked up): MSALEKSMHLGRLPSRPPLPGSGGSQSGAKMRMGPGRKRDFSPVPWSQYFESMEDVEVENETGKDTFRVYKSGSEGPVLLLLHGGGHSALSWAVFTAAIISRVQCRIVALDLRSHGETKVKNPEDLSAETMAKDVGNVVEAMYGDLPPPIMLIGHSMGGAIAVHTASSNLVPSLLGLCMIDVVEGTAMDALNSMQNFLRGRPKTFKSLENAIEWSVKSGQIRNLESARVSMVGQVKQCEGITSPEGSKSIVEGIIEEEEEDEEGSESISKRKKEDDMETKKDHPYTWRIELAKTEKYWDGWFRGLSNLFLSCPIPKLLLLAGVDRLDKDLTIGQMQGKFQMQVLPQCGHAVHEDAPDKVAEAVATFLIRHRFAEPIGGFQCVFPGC
Bcl-xL primary: Bcl-xL (human) inhibition; GST-Bcl-xL / FITC-Bim BH3 peptide fluorescence polarization; inhibition, % at 10.9 µM; actives 0.7% (n = 320,000); AID 2129;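 active means inhibition above the mean of all tested compounds plus 3 SD, cutoff set per campaign, cut at about 30% in these data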;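 further: 0% = DMSO wells and 100% = unlabeled Bim-BH3 peptide competitor; inhibitors lower millipolarization by displacing the labeled peptide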
Target sequence (Q07817 whole entry, looked up): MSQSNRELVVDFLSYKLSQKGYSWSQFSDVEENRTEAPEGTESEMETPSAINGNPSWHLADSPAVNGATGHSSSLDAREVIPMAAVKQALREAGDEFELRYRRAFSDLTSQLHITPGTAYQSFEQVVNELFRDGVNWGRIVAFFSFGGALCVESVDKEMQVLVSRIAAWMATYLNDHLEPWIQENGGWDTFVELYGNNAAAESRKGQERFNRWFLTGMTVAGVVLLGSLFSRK
MCL1-BIM inh: MCL1-BIM-BH3 interaction inhibition (human) | Q07820 | GST-MCL1 / FITC-Bim-BH3 fluorescence polarization | inhibition, % at 10.9 µM | actives 0.68% (n = 320,000) | AID 2057;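 active means inhibition above the mean inhibition of all tested compounds plus 3 SD, set per campaign, cut at about 40% in these data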;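 further: 0% = DMSO wells and 100% = unlabeled Bim-BH3 peptide control; higher means more loss of mP so more displacement of Bim peptide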
GLD-1 TGE inh: GLD-1-TGE RNA interaction inhibition (C. elegans). Q17339. inhibition, % at 5.96 µM. purified GLD-1 + fluorescein TGE RNA, fluorescence polarization. actives 0.44% (n = 320,000);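 active means percent inhibition above a per-plate cutoff, the plate mean of test compounds plus 3 SD, cut at about 30% in these data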;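 further: 0% = DMSO wells with GLD-1 and probe and 100% = wells lacking GLD-1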
Starred values were filed as active, the others as inactive; / = not tested or not shown.

Compound,VLA-4 inh,MEX-5 binding,Fam108B inh,Efflux pump inh,GRK2 inh,PME-1 primary,Bcl-xL primary,MCL1-BIM inh,GLD-1 TGE inh
Cc1csc(=O)n1CCC(=O)OCC(=O)Nc1ccc(S(N)(=O)=O)cc1,-2,/,/,-0.2,4,-10,0,6,5
CSCCC(C(=O)OCC(=O)c1ccc(C)c(C)c1)N1C(=O)c2cc(Cl)c(Cl)cc2C1=O (stereo not given),18,0.4,-3,-0.1,2,-4,4,7,7
COc1ccccc1NC(=O)C(C)NS(=O)(=O)c1ccc(Cl)cc1 (stereo not given),2,-0.6,-1,0.2,2,1,0,0,-4
CC(C)(C)[C@@H]1COC(=O)[C@@H](Cc2ccc(F)cc2)CC/C=C\C[C@@H](CC(=O)N(CCO)Cc2ccccc2)C(=O)N1,5,/,/,0.2,4,/,/,/,-6
COc1ccc(NC(=O)Nc2cccc3c2O[C@H](CN(C)S(=O)(=O)c2ccc(OC)cc2)[C@@H](C)CN([C@H](C)CO)C3=O)cc1,2,/,/,0.5,0,/,/,/,4
COC(=O)c1sccc1NN1C(=O)c2ccccc2C1=O,33,-3.7,0,0.2,0,4,4,1,4
Cc1ccc(OCC(=O)NNc2c3ccccc3nc3ccccc23)cc1,2,-1.8,6,0.2,2,-30,5,3,2
CCOC(=O)c1c(-c2ccco2)csc1N,-13,-2.0,-2,0.0,6,-11,9,7,12
CCOC(=O)CS(=O)(=O)c1ccc(O)cc1,11,-0.3,3,0.1,0,-5,-1,2,-7
CCOc1ccc2nc(N3CCC(C(=O)N4CCN(c5ccccn5)CC4)CC3)sc2c1,3,1.7,-3,0.6,9,-2,-4,-8,-5
Cc1ccc(-c2ccc(/C=N/O)o2)cc1[N+](=O)[O-],12,2.1,3,-0.1,7,-13,5,6,0
COc1cc(/C=N/N2CCN(c3ccccc3)CC2)ccc1OC(C)=O,15,-1.8,-4,0.0,0,2,8,6,2
Cc1csc(NC(=O)CSc2nnc(-c3ccc(Cl)cc3)n2N)n1,/,-2.0,0,0.4,0,0,-3,1,1
C[N+](C)(C)CCOC(=O)CCC(=O)OCC[N+](C)(C)C,28,/,-3,0.0,2,3,10,1,-1
COc1cc(CN2CCN(c3ccccc3F)CC2)c([N+](=O)[O-])cc1OC,43,-2.0,2,-0.1,2,5,7,13,0
CCOC(=O)/C(C#N)=N/Nc1ccc(S(=O)(=O)Nc2cc(OC)nc(OC)n2)cc1,8,0.6,1,0.0,1,-3,7,1,-3
CNc1nnc(-c2cc3cc(Cl)ccc3oc2=O)s1,-1,-0.6,-1,0.2,0,6,8,10,1
COC(=O)c1ccc(C(C(=O)NC2CCCCC2)N(C(=O)Cc2cccs2)C2CC2)cc1 (stereo not given),10,1.1,1,0.0,86*,0,2,3,-7
Cc1ccc(OCCn2c(NC(=O)c3ccco3)nc3ccccc32)cc1,-1,-0.4,-1,-0.1,0,1,8,14,2
Cc1cc(C(=O)OCC(=O)NC2CC2)c2ccccc2n1,8,/,/,0.2,0,-1,-13,-15,6
CCc1ccc2c(c1)C(=O)C[C@]1(CCC[C@H](C)C1)O2,7,0.8,1,0.1,0,-6,-5,-5,-9
Cc1ccc(C)c(NC(=O)CN(C)C(=O)c2cc(S(=O)(=O)N3CCOCC3)ccc2N2CCCC2)c1,-2,-3.6,1,0.1,3,3,2,11,5
CCCNC(=O)c1cc(S(=O)(=O)N2CCCCC2)ccc1N1CCOCC1,4,3.0,0,0.0,0,1,6,1,2
CCCCN(CC)CCNC(=O)c1cc2c(=O)n(CC)c3ccccc3c2s1,21,0.7,-1,0.2,0,7,4,6,0
COc1ccc(-c2[nH]ncc2CNCCn2cccn2)c(F)c1,7,4.9,-1,-0.1,0,1,-4,1,-11
CCOC(=O)c1ccccc1NC(=O)Cc1c(C(=O)O)n(C)c2ccccc12,0,1.6,-3,0.1,50*,6,5,11,2
CCOc1cc(C)c(Cl)cc1S(=O)(=O)N(C)C,13,0.4,-5,1.1,2,5,-7,-8,-7
Cc1ccc(C)c(OCCC(=O)Nc2cccc(S(=O)(=O)N3CCCCC3)c2)c1,10,/,/,0.3,2,-8,6,0,7
CCOP(=O)(OCC)c1nc(-c2ccc(F)cc2)oc1NCc1ccccc1,20,1.1,-3,0.0,0,-3,4,4,-1
CC(C)(C)c1cc(C(=O)CCN2CCOCC2)cc(C(C)(C)C)c1O,3,-1.5,-6,-0.1,0,1,-1,-1,3
C=CC(=O)Nc1sc2c(c1C(N)=O)CCCC2,17,1.0,0,-0.2,4,-1,5,11,6
CN(Cc1ccc(Cl)cc1)C(=O)c1cc(S(=O)(=O)N2CCOCC2)ccc1N1CCCC1,-7,1.0,1,-0.2,0,3,2,0,7
O=C(NCc1nnc(SCC(=O)N2CCN(c3ccccc3)CC2)o1)c1c(F)cccc1Cl,41,0.0,0,0.0,0,-3,2,-1,5
CCCSc1nc(C)c(C(C)=O)cc1C#N,0,4.2,1,0.0,1,3,2,-5,-4
O=C1C(Cc2c[nH]c3ccccc23)NC(=S)N1C1CCCCC1 (stereo not given),-18,-0.2,-1,-0.1,2,-6,-4,-6,0
CC1CCN(Cc2nnnn2CCCC(=O)N(C)C(C)c2ccccn2)CC1 (stereo not given),9,/,0,0.0,3,-4,3,1,3
CCCOc1ccc(C(O)(CCC)CCN2CCCCC2)cc1 (stereo not given),-5,-0.3,-4,0.0,1,5,5,5,6
CCc1ccccc1NC(=O)CCOc1ccccc1,-7,-0.8,-3,0.1,3,-2,5,7,-1
Nc1c(C(=O)N/N=C/c2ccc(Cl)cc2)cnn1-c1ccccc1,1,-0.8,2,-0.1,0,-2,-5,3,0
CCc1cccc2sc(N(CCCN3CCOCC3)C(=O)CS(=O)(=O)c3ccccc3)nc12,18,-2.7,1,-0.1,2,4,1,-11,6
COc1ccc(-c2nnc3sc(-c4ccco4)nn23)cc1OC,15,0.1,3,0.0,3,-6,-3,6,-4
COc1ccc(CCNC(=O)COC(=O)COc2ccc(C#N)cc2)cc1,-8,-0.7,1,-0.1,1,-1,0,-10,3
CCN(CC)CCCN(C(C)=O)c1nc(-c2cc(OC)ccc2OC)cs1,-1,3.4,0,0.0,0,4,-1,-6,-9
CCC(NC(=O)Cc1c(C)c2ccc(OC)c(C)c2oc1=O)C(=O)NC(Cc1ccc(Cl)cc1)C(=O)O (stereo not given),-21,-0.6,-2,-0.1,4,2,-1,-4,2
COc1cc(CNCCCO)ccc1OCC(=O)NC(C)(C)C,2,2.3,-1,-0.1,1,-3,3,-2,7
O=C(c1csc2ccccc12)N1CCN(c2ccc(Cl)c(Cl)c2)CC1,4,-1.2,-3,-0.1,5,-1,2,-1,4
Cc1nc(C)n(CC(C)C(=O)N2CCN(S(=O)(=O)c3ccccc3)CC2)n1 (stereo not given),12,0.2,2,0.4,1,-3,2,3,-5
CCNC(=O)C1CCN(S(=O)(=O)c2ccc(F)cc2)CC1,30,1.4,-3,-0.1,1,15,-5,3,0
CCc1ccc(-c2cn(C3CCCCC3)c(=S)[nH]2)cc1,16,1.6,8,0.0,0,8,2,6,7
CC(C)CC1Nc2ncnc(N3CCN(c4ccccn4)CC3)c2N(Cc2ccccc2)C1=O (stereo not given),-6,/,/,0.4,0,/,/,/,7
O=C(c1ccccc1S(=O)(=O)NCc1ccccc1)N1CCCCC1,40,2.3,0,-0.1,0,-2,7,5,3
CSCCC(NS(=O)(=O)c1ccc(Cl)cc1)C(=O)OCC(=O)N1CCOCC1 (stereo not given),-9,-4.6,-2,0.0,0,2,4,6,-2
COc1ccc(C(=O)Nc2ccc3[nH]c(-c4cccc(OC)c4)cc(=O)c3c2)cc1,0,-5.5,-5,0.1,3,-1,-1,-6,-8
O=C(NCC1CCCCC1)c1ccc(F)cc1Cl,5,-1.6,-1,0.1,3,-7,-3,-14,3
CCCCN(C)C(=O)c1ccc(CS(=O)(=O)c2ccccc2C)o1,2,0.0,-2,-0.1,0,1,3,0,7
CSc1nc2ccccc2cc1/C=C(\C#N)c1cccc(Cl)c1,22,0.3,-2,0.0,0,0,1,4,1

(continued)
Compound,VLA-4 inh,MEX-5 binding,Fam108B inh,Efflux pump inh,GRK2 inh,PME-1 primary,Bcl-xL primary,MCL1-BIM inh,GLD-1 TGE inh
O=C(CSc1ccc(-c2ccco2)nn1)N1CCCCCC1,-24,-0.6,2,0.1,13,-7,14,13,6
O=C(CCCCCN1C(=O)c2ccccc2C1=O)Nc1ccc(S(=O)(=O)N2CCCCC2)cc1,10,0.9,-8,-0.1,2,4,-2,2,-3
Cc1cc(C(=O)N/N=C/c2cc(Br)ccc2OC(=O)c2ccccc2)n[nH]1,-2,/,-24,-0.1,0,-50,-4,-6,0
O=C(O[C@@H]1OC2COC(=O)c3cc(O)c(O)c(O)c3-c3c(cc(O)c(O)c3O)C(=O)O[C@@H]([C@H]1O)[C@@H]2O)c1cc(O)c(O)c(O)c1,29,-67*,16,0.1,3,-32,62*,91*,16
O=C(Cc1cccs1)Nc1nnc(SCC(=O)N2CCCCC2)s1,12,-0.7,-5,0.0,3,-3,3,10,7
CCOC(=O)c1c(-c2ccccc2)oc2ccc(O)c(CN3CCN(C)CC3)c12,10,1.4,5,0.1,0,5,10,14,4
Cc1ccc(Cl)cc1N1CCN(S(=O)(=O)c2c(C)nc3scc(C)n3c2=O)CC1,-5,-1.4,0,1.7,0,-5,8,1,5
O=C(NNC(=O)c1cc(-c2ccncc2)nc2ccccc12)c1ccccc1F,8,/,/,-0.1,2,6,0,-2,0
O=C(NCCOCc1ccccc1)C(c1ccccc1)c1ccccc1,7,0.3,-4,0.1,0,4,2,9,-5
Cc1cccc(N2C(=O)N3[C@@H]4c5ccccc5OC[C@@H]4[C@@H](c4ccccc4)[C@]3(C)C2=O)c1,-15,1.7,2,-0.1,0,1,0,2,6
CCOC(=O)N1CCN(CCC(=O)Nc2ccc(OC(F)(F)F)cc2)CC1,1,-0.5,1,0.0,3,1,6,5,-6
Cc1cc(N2CCCC2=O)ccc1S(=O)(=O)N1CCOCC1,5,1.3,2,-0.1,1,3,5,2,-5
CCc1nc2ccccc2c(C(=O)OCC(=O)Nc2cccc(S(=O)(=O)N3CCOCC3)c2)c1C,10,2.6,-10,-0.2,2,-7,-2,-5,-1
O=C(Cc1ncc(C(F)(F)F)cc1Cl)N1CCN(c2ccc(F)cc2)CC1,1,1.5,-2,-0.1,1,4,6,5,11
CC1(C)CC(=O)C(N=Nc2cccnc2)=C(O)C1,-19,-1.2,-2,0.6,0,-8,2,-8,2
Fc1ccc(-c2nc3nc4ccccc4nc3n2Cc2ccco2)cc1,1,-0.3,-1,0.1,3,2,8,1,2
Cc1ccc(S(=O)(=O)N(CC(=O)NCCSc2ccccn2)c2ccccc2F)cc1,2,-0.5,0,0.1,0,2,5,-1,-4
CC(=O)c1cc2c(cc1NC(=O)CSc1nnc(C)s1)OCO2,9,2.2,-2,0.1,1,-7,5,-8,1
Cc1ccc(NC(=O)C(=O)c2cn(CC(=O)N3CCCCC3)c3ccccc23)cc1,6,-1.4,-6,-0.1,1,-12,2,-5,-1
Cc1ccc(S(=O)(=O)N2CCCCC2)cc1NC(=O)CNC(C)c1ccc(Cl)c(Cl)c1 (stereo not given),29,/,/,0.2,0,6,5,0,-1

An excerpt (hit frequency here may not be typical).
